Source: PubChem
KLF5 inhibitor: inhibitors of KLF5 expression; DLD-1 KLF5 promoter-luciferase reporter, luminescence; inhibition, % at 5 µM; actives 0.23% (n = 290,000);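 active = inhibition above a per-plate limit of that plate's mean compound inhibition plus 3 SD, cut at about 60% in these data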;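 note: 0% = DMSO wells and 100% = LY294002 at 200 µM; higher means less KLF5 promoter-driven luciferase light; inactives centre near -14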
TRPC4 block: blocks the mouse TRPC4 cation channel. Q9QUQ5. B-score at 10 µM. HEK293 TRPC4beta/mu-opioid, DAMGO-evoked Fluo4 calcium flux; active compounds read low. actives 0.39% (n = 300,000);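 active = B-score over 3 SD under the library average, no early fluorescence shift, positive overall ratio signal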
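Assay system: TRPC4beta/mu-opioid receptor HEK293 cell line; compound dosing: single concentration per test compound; detection: Fluo4 Ca2+ flux fluorescence; evaluation: per-well B score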
aSyn UTR inh: MLPCN primary screen, SNCA 5' untranslated region | alpha-synuclein 5'UTR reporter, inhibitor activity | inhibition, % (tested at 7.5 µM) | actives 0.82% (n = 300,000) | AID 1813; in the data active = inhibition above about 60%; inconclusive = no clear call, values can overlap the other calls;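 note: H4 neuroglioblastoma cells stably carrying SNCA 5'UTR luciferase fusion; 0% = DMSO wells and 100% = positive control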
HIF act: HIF pathway transcriptional activation; activation, % at 7.5 µM (by protocol); actives 0.32% (n = 300,000); U2OS HRE-luciferase reporter, luminescence; normalized: DMSO 0%, desferrioxamine 100%;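 active = mean activation of at least 10% of the iron chelator positive control signal, with at least half of replicates also reaching 10%; inconclusive = mean and replicate majority disagree about reaching 10%; inactive = mean and most replicates under 10%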
IEC-6 cytotox: kills IEC-6 intestinal cells in KLF5 counter-screen; IEC-6 cytotoxicity, luminescence viability; inhibition, % at 5 µM; actives 0.78% (n = 290,000); AID 1825; in the data active = inhibition above about 22%;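 note: 0% = plate median of test compound wells and 100% = cytotoxic reference compound wells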
TRPC6 activator: activates the mouse TRPC6 cation channel; B-score at 10 µM; Q61143; actives 0.13% (n = 310,000); HEK293-TRPC6 membrane potential dye fluorescence; active compounds read high;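 active = B-score of the integrated fluorescence ratio above library mean plus 3 SD, and starting fluorescence ratio within library mean plus 5 SD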;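 note: higher score means more depolarization so channel activation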
Target sequence (Q61143 whole entry, looked up): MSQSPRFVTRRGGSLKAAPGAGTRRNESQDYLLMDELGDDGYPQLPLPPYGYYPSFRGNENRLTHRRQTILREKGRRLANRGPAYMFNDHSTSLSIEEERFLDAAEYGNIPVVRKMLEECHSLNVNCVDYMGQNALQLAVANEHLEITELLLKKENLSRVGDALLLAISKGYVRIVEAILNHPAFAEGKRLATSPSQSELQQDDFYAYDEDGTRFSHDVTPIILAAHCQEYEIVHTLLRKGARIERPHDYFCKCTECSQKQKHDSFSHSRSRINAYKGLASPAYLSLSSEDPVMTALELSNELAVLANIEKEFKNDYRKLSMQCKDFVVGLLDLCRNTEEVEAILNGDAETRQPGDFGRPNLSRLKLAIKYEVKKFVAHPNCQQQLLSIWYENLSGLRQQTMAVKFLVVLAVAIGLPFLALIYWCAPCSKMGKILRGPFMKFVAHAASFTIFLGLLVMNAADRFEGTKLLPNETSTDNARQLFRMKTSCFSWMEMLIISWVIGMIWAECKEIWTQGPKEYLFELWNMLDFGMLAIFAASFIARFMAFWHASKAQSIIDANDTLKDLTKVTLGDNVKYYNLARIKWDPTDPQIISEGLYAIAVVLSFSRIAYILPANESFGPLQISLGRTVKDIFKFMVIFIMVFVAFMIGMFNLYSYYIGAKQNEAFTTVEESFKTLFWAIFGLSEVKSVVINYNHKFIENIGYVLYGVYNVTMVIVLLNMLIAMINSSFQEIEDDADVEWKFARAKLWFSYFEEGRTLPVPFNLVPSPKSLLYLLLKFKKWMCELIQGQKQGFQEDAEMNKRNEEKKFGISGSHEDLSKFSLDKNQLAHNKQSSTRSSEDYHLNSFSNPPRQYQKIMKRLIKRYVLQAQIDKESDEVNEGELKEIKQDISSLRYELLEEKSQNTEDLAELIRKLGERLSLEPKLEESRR
TRPC4 PAM: TRPC4 (mouse) allosteric potentiation. Q9QUQ5. HEK293 TRPC4beta/mu-opioid, DAMGO EC20, Fluo-4 Ca2+ flux; active compounds read high. B-score at 10 µM. actives 0.42% (n = 310,000);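 active = B-score of calcium response area above 5 SD of library B-scores, with initial fluorescence ratio within 5 SD of library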;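 note: B-score of integrated fluorescence ratio over time as area under calcium response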
SKKanGAS inh: SKKanGAS growth inhibition; S. pyogenes SKKanGAS, kanamycin growth, BacTiter-Glo, 6 h; inhibition, % at 7.5 µM; actives 1.3% (n = 300,000); AID 1662;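 active = mean replicate score, as percent of positive control median, at least 50; inconclusive = mean below 50 but one replicate at or above 50; inactive = mean and every replicate below 50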;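 note: strain carries kanamycin resistance gene driven by streptokinase promoter and grows in 40 µg/ml kanamycin; loss of luminescence reflects streptokinase promoter inhibition or plain growth inhibition; 0% = median of DMSO wells and 100% = positive control at its reference dose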
TRPC4 agonist: opens the mouse TRPC4 cation channel | Q9QUQ5 | HEK293 TRPC4beta/mu-opioid, Fluo4 calcium fluorescence; active compounds read high | B-score at 10 µM | actives 0.49% (n = 310,000);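 active = B-score above 5 SD of library B-scores, and initial fluorescence ratio not above library mean plus 5 SD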;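 note: positive B-score marks a calcium rise read as TRPC4 activation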
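Assay system – TRPC4beta and mu-opioid receptor HEK293 stable cells · Measured by – Fluo4 fluorescence, kinetic · Schedule – dye loading 45 min room temperature, 110 s kinetic read · Read-out – B-scored integrated calcium fluorescence ratio · Controls – buffer and maximal DAMGO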
TRPC6 inhibitor: blocks the mouse TRPC6 cation channel. HEK293-TRPC6, membrane potential dye, ACh-evoked depolarization; active compounds read low. actives 1.1% (n = 310,000). B-score at 10 µM. AID 2553. Q61143;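 active = B-score under library mean minus 3 SD, initial fluorescence not abnormally high, positive integrated signal ratio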;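 note: B-score derived from integrated fluorescence ratio over the kinetic read; more negative B-score means stronger inhibition of depolarization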
MrgX1 antagonist: antagonists of human MrgX1 receptor. Q96LB2. MRGX1-HEK293 calcium flux, Fluo-4, BAM8-22 antagonism; active compounds read low. B-score at 10 µM. actives 1.3% (n = 310,000). AID 588676;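 active = calcium-response B-score plate-corrected more than 3 library SD below zero, starting fluorescence within 5 deviations, no agonist response on first addition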;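 note: peak minus trough fluorescence over baseline after final BAM8-22 challenge near maximal dose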
* = called active by the depositor; i = inactive; ? = inconclusive; nt = not tested or not shown.

SMILES | KLF5 inhibitor | TRPC4 block | aSyn UTR inh | HIF act | IEC-6 cytotox | TRPC6 activator | TRPC4 PAM | SKKanGAS inh | TRPC4 agonist | TRPC6 inhibitor | MrgX1 antagonist
O=C(NNc1ccccc1Br)C(O)(c1cccc(C(F)(F)F)c1)c1cccc(C(F)(F)F)c1 | -7 | i | 24 | -0.3 | -2 | i | i | 101* | i | i | i
CCOc1ccc(N(CC)S(=O)(=O)c2ccc3c(c2)n(C)c(=O)c(=O)n3C)cc1 | -23 | i | 22 | 0.1 | -3 | i | i | -7 | i | i | i
Cn1c(COc2cccc3cccnc23)nnc1SCC(=O)O | 9 | i | 10 | 0.0 | 5 | i | i | 6 | i | i | i
O=C(Nc1ccccc1C(=O)OCC(=O)c1c[nH]c2ccccc12)c1ccco1 | 2 | i | -58 | 1.0 | 0 | i | i | 23 | i | i | i
COc1ccc(OC)c(NC(=O)CSc2nnnn2-c2ccccc2F)c1 | -9 | i | 9 | 0.1 | 2 | i | i | -2 | i | i | i
COc1ccc(C(=O)Nc2sc3c(c2C(=O)O)CC(C)(C)OC3)cc1 | 16 | i | 63* | -0.3 | -7 | i | i | 5 | i | i | i
COc1ccc(Cc2noc(CN(C)Cc3cccc(-n4cccn4)c3)n2)cc1OC | -11 | i | 2 | 0.3 | 0 | i | i | -3 | i | i | i
O=C(Nc1ccc(Cl)c(S(=O)(=O)N2CCOCC2)c1)c1cc(-c2ccccn2)nc2ccccc12 | 1 | i | 8 | -0.2 | 2 | i | i | 25 | i | i | i
O=[N+]([O-])c1cccc(-c2ccc(/C=N/NC(=S)NCc3ccco3)o2)c1 | -5 | i | 31 | 0.0 | 16 | i | i | 12 | i | i | i
O=C(Nc1ccc2c3c(cccc13)CC2)c1cccc([N+](=O)[O-])c1 | -3 | i | 14 | -1.2 | 11 | i | i | 1 | i | i | i
CC1(C)CC(=O)C(Sc2ccccc2C(=O)O)=C(O)C1 | 4 | i | 15 | nt | 3 | i | i | -8 | i | i | i
CC(=O)NCCc1nc2ccccc2n1Cc1cc(C)ccc1C | -19 | i | 1 | -0.3 | -5 | i | i | 5 | i | -5.1* | i
O=C(O)CCC(=O)Nc1sc2c(c1C(=O)Nc1cccc3ccccc13)CCCCC2 | -2 | i | -20 | 1.6 | 0 | i | i | -3 | i | i | i
CCOc1ccc2c(c1)-c1c(ssc1=S)C(C)(C)N2C | -16 | i | -26 | 5.0 | 1 | i | i | 14 | i | i | i
CCOC(=O)c1ccc(-c2ccc(CO)o2)cc1 | -101 | i | -132 | 1.0 | -9 | i | i | -13 | i | i | i
COC(=O)c1ccccc1S(=O)(=O)N1CCC(C(=O)OCc2cccc(OC)c2OC)CC1 | nt | i | -5 | -52 | nt | i | i | 15 | i | i | i
O=C(N[C@H](CO)Cc1ccccc1)c1ccco1 | nt | i | -17 | 1.2 | nt | i | i | 5 | i | i | i
O=C1CCC(C(=O)N2CCCCCC2)CN1CCc1ccc(Cl)cc1 (stereo not drawn) | -19 | i | 19 | 0.7 | 6 | i | i | -1 | i | i | i
COC(=O)C1CCN(C(=O)c2ccc(NC(C)=O)cc2)CC1 | -65 | i | 21 | -0.2 | -2 | i | i | -10 | i | i | i
CC1=C(C(=O)Nc2cccc(C(=O)NC(C)C)c2)SCCO1 | -17 | i | -7 | -16 | -5 | i | i | 1 | i | i | i

A few values from above.
Entry of O=C1CCC(C(=O)N2CCCCCC2)CN1CCc1ccc(Cl)cc1 (stereo not drawn) in IEC-6 cytotox: 6
Entry of O=C(O)CCC(=O)Nc1sc2c(c1C(=O)Nc1cccc3ccccc13)CCCCC2 in SKKanGAS inh: -3

(continued)
SMILES | KLF5 inhibitor | TRPC4 block | aSyn UTR inh | HIF act | IEC-6 cytotox | TRPC6 activator | TRPC4 PAM | SKKanGAS inh | TRPC4 agonist | TRPC6 inhibitor | MrgX1 antagonist
c1ccc(-c2nc(-c3ccc(-c4ccon4)s3)no2)cc1 | -71 | i | -104 | 1.8 | -7 | i | i | -2 | i | i | i
CC1(C)CC(=O)C2=C(C1)N(Cc1ccco1)C(=O)NC2(C(F)(F)F)C(F)(F)F | 1 | i | 4 | -0.5 | 5 | i | i | 6 | i | i | i
Cc1cccc(C(=O)NCC(=O)N2CCN(S(=O)(=O)c3cc(C)ccc3C)CC2)c1 | nt | i | 1 | -0.1 | nt | i | i | -8 | i | i | i
CC(=Nc1ccc(C)cc1C)c1sc2ccccc2c1O | -57 | i | -58 | -1.0 | -6 | i | i | 22 | i | i | i
Oc1ccc(/C=N/N(Cc2ccccc2)c2ccccc2)c(O)c1O | 18 | i | 26 | -0.4 | -3 | i | i | 16 | i | i | nt
CCSc1nsc(NC(=O)Nc2ccccc2OC)n1 | -34 | i | -57 | 2.5 | -4 | i | i | -3 | i | i | i
CC(C)n1nc(C(=O)Nc2ccccc2N2CCOCC2)c2ccccc2c1=O | -27 | i | 19 | -0.5 | 0 | i | i | 5 | i | i | i
CCc1nnc(NC(=O)CSc2nnc(-c3cccnc3)n2CC)s1 | -46 | i | 16 | -1.0 | 2 | i | i | 4 | i | i | i
CSCCC(N=C1NS(=O)(=O)c2ccccc21)C(=O)NCCc1ccccc1 (stereo not drawn) | -41 | i | -12 | 0.1 | 2 | i | i | -4 | i | i | i
OCC1(CCCc2ccccc2)CCN(C2CCSCC2)CC1 | 9 | i | -6 | -0.1 | 6 | i | i | 7 | i | i | i
COc1ccc(-n2nc3c(c2NC(=O)CBr)CSC3)cc1 | -2 | i | 0 | -0.3 | 3 | i | i | 1 | i | i | i
c1ccc(OCCCN2CCCC2)cc1 | -31 | i | 10 | -0.1 | 1 | i | i | -2 | i | i | i
CN(C)CCNC(=O)/C(=N\O)c1ccccn1 | -23 | i | -15 | -0.2 | 2 | i | i | 2 | i | i | i
Cc1cc(C(=O)Nc2nc3c(C)cccc3s2)c(C)o1 | -22 | i | -36 | 1.0 | 0 | i | i | -1 | i | i | i
CCOC(=O)N1CCN(C(=O)C2CCN(C(=O)c3cc(OC)cc(OC)c3)CC2)CC1 | 10 | i | 7 | -0.9 | -3 | i | i | 1 | i | i | i
Oc1ccc(-c2nc3c4c(ncn3n2)-c2ccccc2CC42CCCC2)cc1 | -2 | i | 2 | -2.5 | -6 | i | i | 95* | i | i | i
O=C(Nc1ccc2c(c1)CN(Cc1ccccc1O)CC2)C1CCCO1 (stereo not drawn) | -5 | i | 0 | 0.2 | -4 | i | i | 0 | i | i | i
CCc1noc(C)c1C(=O)N1CCCSC1=Nc1ccccc1 | nt | i | -14 | -0.4 | nt | i | i | -13 | i | i | i
COc1cc(OC)cc(C(=O)Nc2cc(C)on2)c1 | -21 | i | -2 | 0.7 | 12 | i | i | 0 | i | i | i
CN(/N=C/c1ccccc1O)C(=S)c1ccccc1 | -46 | i | -32 | -6.4 | -6 | i | i | -13 | i | i | i
CC1Cc2nc(SCC(=O)N3CCN(c4ccccc4)CC3)n(C)c(=O)c2S1 (stereo not drawn) | -18 | i | 7 | -0.3 | -2 | i | i | -2 | i | i | i
C/C(=N\NC(=S)NCc1ccccc1)c1cccs1 | -45 | nt | -55 | 2.0 | 0 | i | i | 14 | i | i | i
O=C(CCCC(=O)N(CC(=O)NC1CCCC1)C1CCCC1)Nc1ccccn1 | -26 | i | -8 | -0.4 | 2 | i | i | 9 | i | i | i
Cc1cccc(Cn2ccc(NC(=O)c3ccc4c(c3)OCO4)n2)c1 | 10 | i | 6 | 0.9 | 0 | i | i | -9 | i | i | i
Cc1cccc(Nc2ccc(C(=O)O)cc2[N+](=O)[O-])c1C | 3 | i | -2 | -0.8 | -3 | i | i | 5 | i | i | i
Cc1ccc(NS(=O)(=O)c2ccc(C(=O)N3CC(C)CC(C)C3)cc2)cc1 (stereo not drawn) | nt | i | -5 | 2.8 | nt | i | i | -4 | 104* | i | i
O=C(CN1CCSCC1)N/N=C/c1ccc(F)cc1F | 9 | i | -4 | -0.1 | -6 | i | i | -5 | i | i | i
C/C(=N\NC(=O)COc1ccc(C)cc1Br)c1cc([N+](=O)[O-])cs1 | 6 | i | -15 | -0.4 | -8 | i | i | 12 | i | i | i
COC(=O)c1scc(C)c1S(=O)(=O)Nc1ccc(C)cc1 | -12 | i | -2 | -0.3 | -1 | i | i | 4 | i | i | i
Cc1cccc(C(=O)O)c1NC(=O)Cc1cccc2ccccc12 | -24 | i | -4 | 0.4 | -1 | i | i | -1 | i | i | i
Cc1ccc2c(c1)N(S(=O)(=O)c1ccc3c(c1)NC(=O)CC(=O)N3)CCO2 | 1 | i | 3 | -0.3 | -1 | i | i | 1 | i | i | i
O=C(CCCNC(=O)c1ccc(Cl)cc1)Nc1ccc(S(=O)(=O)Nc2ncccn2)cc1 | -9 | i | 9 | -0.3 | 0 | i | i | -8 | i | i | i
CCC1CCCCN1S(=O)(=O)c1ccc2c(c1)CCN2C(C)=O (stereo not drawn) | -5 | i | ? | -2.6 | 10 | i | i | -6 | i | i | i
NC(=O)N/N=C/c1ccccc1OC(=O)c1ccccc1Br | -19 | i | -3 | -0.2 | -4 | i | i | -4 | i | i | i
COc1ccc(CNC(=O)CN(C(=O)CCC(=O)Nc2nccs2)c2ccccc2C)cc1 | 2 | i | 20 | -0.1 | -10 | i | i | 27 | i | i | i
Cc1ccc2nc3c(cc(C(=O)NCCc4ccccc4)c(=N)n3CCCN3CCOCC3)c(=O)n2c1 | -14 | i | -26 | 0.2 | 8 | i | i | -1 | i | -6* | i
Cc1ccc(C2C(C#N)=C(N)SC(N)=C2C#N)o1 | -21 | i | 17 | -0.3 | -6 | i | i | -3 | i | i | -7.3*
COc1ccc(CNC(=O)c2coc(=O)c3ccccc23)cc1 | -12 | i | -4 | -0.5 | -2 | i | i | -3 | i | i | i
C/C(=N\N1CCN(Cc2ccccc2)CC1)c1ccco1 | -8 | i | -80 | 0.4 | -6 | i | i | -7 | i | i | i
O=C(CNC(=O)OCc1ccccc1)NC1CCCCNC1=O (stereo not drawn) | -28 | i | -9 | 0.1 | -5 | i | i | 2 | i | i | i
COc1ccccc1C(=O)N1C(CC(=O)Nc2ccccc2C)C(=O)NC2CCCCC21 (stereo not drawn) | -15 | i | -7 | 0.2 | 5 | i | i | -5 | i | i | i

Compounds were not picked by outcome; 5.8% or so of the library scored in one or more.
